# Source: PubChem (National Center for Advancing Translational Sciences (NCATS))
# GAA glycogen: GAA glycogen-cleavage inhibition or activation | Potency, µM (titrated, usually from 76.4 µM), without a hit: at the highest dose activity change, negative = inhibition, hits mostly inhibitors | recombinant GAA, glycogen substrate, Amplex Red glucose oxidase fluorescence | AID 2100 | 0.38% of 300,000 active; active = well fitted inhibition curve with a large enough effect;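 note: 0% = full enzyme reaction and -100% = no-enzyme basal signal; the screen sought inhibitors and activators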
#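 Recombinant human enzyme (4 nM); glycogen substrate; 37 C, 40 min, pH 5.0. Readout: coupled glucose oxidase/Amplex Red fluorescence.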
# An asterisk follows results filed as active; & = joins results of further samples; [ ] = another dose, or the depositor's remark. Potency is the fitted concentration of half-maximal effect. These rows are one share of the data; the hit share may differ from the screen's.
Molecule | GAA glycogen
COc1ccc2[nH]c3c(c2c1)CCN1C(=O)N([C@@H](C)C(=O)NCCc2ccc(OC)c(OC)c2)C(=O)[C@]31C | -4%[76.3 µM]
CC(=O)c1ccccc1C(=O)N1CCCC(CCC(=O)N2CCN(c3ccccn3)CC2)C1 (configuration not stated) | -10%[76.3 µM]
CCC(=O)Nc1ccc(CCC(=O)N2CCCC2)cc1 | 3%[76.3 µM]
O=C(Nc1cc(Cl)cc(Cl)c1)C1C2C=CC3(O2)C1C(=O)N(CCCN1CCOCC1)C3C(=O)NC1CCCCC1 (configuration not stated) | 9%
Cc1cc(C)nc(NS(=O)(=O)c2ccc(NC(=O)c3ccccc3C)cc2)n1 | -6%[76.3 µM]
COc1ccc(CNC(=O)c2ccccc2NC(=O)C2=CSCCO2)c(OC)c1 | -10%[76.3 µM]
Cc1cc(C)c(-c2cc(C(=O)Nc3cc(C)ccc3C)[nH]n2)c(O)c1 | 2%
CC(C)N(Cc1nccn1C)C(=O)CC1C(=O)NCCN1Cc1ccc(F)cc1 (configuration not stated) | -11%[76.3 µM]
CC(NC(=O)CN(C)S(=O)(=O)c1cccc2nsnc12)c1ccccc1 (configuration not stated) | -5%[76.3 µM]
Cn1c(=O)c2c(nc(Cl)n2CCOc2ccccc2)n(C)c1=O | 3%[76.3 µM]
CC(=O)Oc1ccccc1-c1nc(/C=C/c2ccccc2)no1 | -15%[76.3 µM]
Cc1ccccc1C(=O)Nc1ccc(CN2CCOCC2)cc1 | 20%[76.3 µM]
Cc1cc(NC(=O)CCC(=O)N(CC(=O)NC2CCCC2)c2ccc(F)cc2)no1 | 0%
COc1ccccc1NC(=O)Cn1c(=O)oc2cc(S(=O)(=O)N3CCCC3)ccc21 | -6%[76.3 µM]
O=C(NCC(=O)N1CCC2(CC1)NCCc1[nH]cnc12)c1ccccc1F | 0%[76.3 µM]
COc1ccc(C2=NS(=O)(=O)N(C)C(C(=O)N3CCOCC3)=C2)cc1 | 15%[76.3 µM]
O=C(NCc1ccccn1)c1ccc(OC2CCN(Cc3ccccc3O)CC2)cc1 | -3%[76.3 µM]
CNC(=O)/C(C#N)=C/c1c(N2CCCCCC2)nc2ccccn2c1=O | 5%
Fc1ccc(CNC(=S)NCc2cccc(Cl)c2)cc1 | -7%[76.3 µM]
COC(=O)CCC(=O)N1CCC(CCC(=O)NCc2ccc(F)cc2)CC1 | -1%[76.3 µM]
COCC1CCN(C(=O)C2CCC(=O)N(Cc3ccc(Cl)cc3)C2)CC1 (configuration not stated) | -12%[76.3 µM]
COc1ccc(CN2CCN(C(=O)CCC(=O)Nc3nnc(C4CCCCC4)s3)CC2)cc1F | -15%[76.3 µM]
Cc1cnc(CN(C)C(=O)C2CCC(=O)N(CCc3ccccc3)C2)[nH]1 (configuration not stated) | -12%[76.3 µM]
COc1ccc(NC(=O)c2cc3ccc(O)cc3o/c2=N\O)cc1 | 0%[76.3 µM]
CC1(C)CCN2CCC(C)(C)c3c(O)ccc1c32 | 2%[76.3 µM]
Cc1cccc(CCNC(=O)c2sc3nc4n(c(=O)c3c2C)CCCC4)c1 | -4%[76.3 µM]
COc1ccc(C(=O)NCCCNC(=O)c2cccnc2)cc1OC | 6%
O=C(Cn1ccn(-c2cccc(Cl)c2)c(=O)c1=O)c1ccc(F)cc1 | -6%[76.3 µM]
O=S(=O)(NCc1cccs1)c1ccc(Br)cc1 | -9%[76.3 µM]
O=S(=O)(NCC1CCCO1)c1ccc(Br)cc1 (configuration not stated) | 6%[76.3 µM]
COc1ccc(NC(=O)C(=O)NCCN2CCN(C(=O)c3ccc(C(C)(C)C)cc3)CC2)cc1 | 1%[76.3 µM]
COc1cccc(S(=O)(=O)NCc2ccc(C(=O)N3CCN(c4ccccc4)CC3)cc2)c1 | -9%[76.3 µM]
CCOC(=O)[C@@H]1[C@H]2COc3cc(OC)ccc3[C@@H]2N2C(=O)N(c3ccc(F)cc3)C(=O)[C@]12C | -15%[76.3 µM]
Cc1ccc(CNC(=O)CN(C)S(=O)(=O)c2ccc3c(c2)n(C)c(=O)c(=O)n3C)cc1 | 6%[76.3 µM]
Cc1ccc2c(Sc3ccccc3)c(C(=O)NCc3ccccc3F)[nH]c2c1 | 3%[76.3 µM]
Cc1onc(-c2ccccc2Cl)c1C(=O)N1CCN(C)CC1 | -5%
Cc1cc(=O)n(C)c2ccc(S(=O)(=O)N3CCOCC3)cc12 | 13%[76.3 µM]
CC(C)c1ccc(NC2CCCN(C(=O)CCN3Cc4ccccc4C3=O)C2)cc1 (configuration not stated) | -13%[76.3 µM]
Cc1nnc(SCC(=O)NC2CCCCC2)[nH]c1=O | 2%
Cc1ccc(C(=O)C2=C(O)C(=O)N(Cc3cccnc3)C2c2cccc([N+](=O)[O-])c2)o1 (configuration not stated) | 1%[76.3 µM]
COc1ccc2cc(C(=O)N3CCN(c4cccc(C)c4C)CC3)[nH]c2c1 | 6%
O=c1nc2c(-c3cccc(Br)c3)n[nH]n2c2ccccc12 | 4%
CCc1ccc(-n2nc3cc(C)c(N)cc3n2)cc1 | 1%[76.3 µM]
Cn1c(SCC(=O)O)nc2sc3c(c2c1=O)CCC3 | -3%[76.3 µM]
O=C1N=c2ccccc2=C1c1sc(Nc2cccc(O)c2)nc1O | -4%[76.3 µM]
CCN(CCn1cccn1)C(=O)c1cc(COc2ccc(F)c(F)c2)on1 | 0%[76.3 µM]
COc1cccc(N2CCN(C(=O)CC(C)(C)CC3=NS(=O)(=O)c4ccccc4N3)CC2)c1 | -13%[76.3 µM]
O=C(Cn1ncc2c3ccccc3n(Cc3ccccc3F)c2c1=O)NC1CC1 | 2%[76.3 µM]
CCN1CCN(S(=O)(=O)c2ccc(Cl)c(C(=O)N(CC)CC(=O)Nc3ccc(OC)cc3)c2)CC1 | -1%[76.3 µM]
O=C(Nc1cccnc1)c1cc(S(=O)(=O)N2CCCCC2)c(Cl)cc1Cl | 2%
COc1cccc(C(=O)Nc2nc(-c3ccc(Br)cc3)ns2)c1 | -7%[76.3 µM]
CCC(C(=O)NC1CC1)n1nc(C)c2c(C)n(-c3ccc(C)cc3)nc2c1=O (configuration not stated) | -7%[76.3 µM]
CCN1CCN(S(=O)(=O)c2ccc(F)c(C(=O)Nc3c(F)cc(F)cc3Br)c2)CC1 | 6%
O=C(CC1C(=O)NCCN1C(=O)c1ccc([N+](=O)[O-])cc1)Nc1ccc(F)cc1 (configuration not stated) | 2%[76.3 µM]
O=C(CSc1ccc(-c2ccccn2)nn1)Nc1ccc(F)cc1F | -5%&-3%[76.3 µM]
CC(=O)Nc1ccc(S(=O)(=O)N2CCC(C(=O)NCCC(=O)Nc3ccccc3)CC2)cc1 | 1%[76.3 µM]
N#Cc1cccc(NC(=O)CN2CCCCCC2)c1 | 8%
CCCN1CCN(C(=O)c2oc3c(Cl)cccc3c2C)CC1 | -4%
Cc1ccc(CN(C(=O)c2ccccc2[N+](=O)[O-])C2CCS(=O)(=O)C2)o1 (configuration not stated) | 0%[76.3 µM]
COc1ccc(N2C(=O)CC(C)(C)CC2=O)cc1OC | 5%

# By substructure, the compounds so far with a cyano group (two)
Molecule | GAA glycogen
CNC(=O)/C(C#N)=C/c1c(N2CCCCCC2)nc2ccccn2c1=O | 5%
N#Cc1cccc(NC(=O)CN2CCCCCC2)c1 | 8%

# 24 structures out of the list, arranged by SMILES length, low to high.
Molecule | GAA glycogen
N#Cc1cccc(NC(=O)CN2CCCCCC2)c1 | 8%
CCc1ccc(-n2nc3cc(C)c(N)cc3n2)cc1 | 1%[76.3 µM]
Cn1c(SCC(=O)O)nc2sc3c(c2c1=O)CCC3 | -3%[76.3 µM]
COc1ccc(N2C(=O)CC(C)(C)CC2=O)cc1OC | 5%
CCCN1CCN(C(=O)c2oc3c(Cl)cccc3c2C)CC1 | -4%
Cc1onc(-c2ccccc2Cl)c1C(=O)N1CCN(C)CC1 | -5%
O=C1N=c2ccccc2=C1c1sc(Nc2cccc(O)c2)nc1O | -4%[76.3 µM]
COc1cccc(C(=O)Nc2nc(-c3ccc(Br)cc3)ns2)c1 | -7%[76.3 µM]
Cc1cc(=O)n(C)c2ccc(S(=O)(=O)N3CCOCC3)cc12 | 13%[76.3 µM]
CCN(CCn1cccn1)C(=O)c1cc(COc2ccc(F)c(F)c2)on1 | 0%[76.3 µM]
O=C(Cn1ncc2c3ccccc3n(Cc3ccccc3F)c2c1=O)NC1CC1 | 2%[76.3 µM]
Cc1ccc2c(Sc3ccccc3)c(C(=O)NCc3ccccc3F)[nH]c2c1 | 3%[76.3 µM]
COc1ccc2cc(C(=O)N3CCN(c4cccc(C)c4C)CC3)[nH]c2c1 | 6%
CC(C)c1ccc(NC2CCCN(C(=O)CCN3Cc4ccccc4C3=O)C2)cc1 (configuration not stated) | -13%[76.3 µM]
CCC(C(=O)NC1CC1)n1nc(C)c2c(C)n(-c3ccc(C)cc3)nc2c1=O (configuration not stated) | -7%[76.3 µM]
Cc1ccc(CN(C(=O)c2ccccc2[N+](=O)[O-])C2CCS(=O)(=O)C2)o1 (configuration not stated) | 0%[76.3 µM]
CCN1CCN(S(=O)(=O)c2ccc(F)c(C(=O)Nc3c(F)cc(F)cc3Br)c2)CC1 | 6%
O=C(CC1C(=O)NCCN1C(=O)c1ccc([N+](=O)[O-])cc1)Nc1ccc(F)cc1 (configuration not stated) | 2%[76.3 µM]
CC(=O)Nc1ccc(S(=O)(=O)N2CCC(C(=O)NCCC(=O)Nc3ccccc3)CC2)cc1 | 1%[76.3 µM]
COc1cccc(N2CCN(C(=O)CC(C)(C)CC3=NS(=O)(=O)c4ccccc4N3)CC2)c1 | -13%[76.3 µM]
Cc1ccc(CNC(=O)CN(C)S(=O)(=O)c2ccc3c(c2)n(C)c(=O)c(=O)n3C)cc1 | 6%[76.3 µM]
Cc1ccc(C(=O)C2=C(O)C(=O)N(Cc3cccnc3)C2c2cccc([N+](=O)[O-])c2)o1 (configuration not stated) | 1%[76.3 µM]
CCN1CCN(S(=O)(=O)c2ccc(Cl)c(C(=O)N(CC)CC(=O)Nc3ccc(OC)cc3)c2)CC1 | -1%[76.3 µM]
CCOC(=O)[C@@H]1[C@H]2COc3cc(OC)ccc3[C@@H]2N2C(=O)N(c3ccc(F)cc3)C(=O)[C@]12C | -15%[76.3 µM]

# (list continues)
Molecule | GAA glycogen
Cn1c(/C(C#N)=C(\O)c2cccc(F)c2)nc2ccccc21 | 17%[76.3 µM]
COc1ccccc1C1NC(=O)NC(C)=C1C(=O)OC1CCC(C)CC1 (configuration not stated) | 2%[76.3 µM]
Cc1ccccc1Cn1c2ccccc2c2cnn(CC(=O)NCCCN3CCOCC3)c(=O)c21 | -5%[76.3 µM]
Cc1ccc(CN(C(=O)COc2ccc(Cl)c(C)c2)c2ccccn2)o1 | 5%[76.3 µM]
Cc1ccc(C)c(CSc2ccc3nnc(CCNS(=O)(=O)c4ccccc4)n3n2)c1 | -4%[76.3 µM]
COC(=O)c1ccc(NC(=O)c2cc3c(CO)cnc(C)c3oc2=Nc2cccc(C(N)=O)c2)cc1 | 3%
Cc1cccc(C)c1OCCCCN1CCNCC1 | -7%[76.3 µM]
CC(C)C(=O)Nc1nnc(S(=O)(=O)N(C)c2ccc(Cl)cc2)s1 | -4%
O=C(Nc1nc2ccccc2[nH]1)c1ccccc1O | 1%
CCOc1ccc(C2/C(=C(/O)c3ccc(S(=O)(=O)N4CCCCC4)cc3)C(=O)C(=O)N2CCCOC)cc1OC (configuration not stated) | -11%[76.3 µM]
COc1ccccc1CCNC(C)CCc1ccc(O)cc1 (configuration not stated) | 1%[76.3 µM]
CCOc1ccc(NC(=O)CSc2oc(-c3ccccc3)nc2S(=O)(=O)c2ccc(Cl)cc2)cc1 | -2%[76.3 µM]
CCC(C)[C@H]1COCCS(=O)(=O)N1Cc1ccc(Br)cc1 (some centres not stated) | -5%[76.3 µM]
O=C(c1ccco1)N1CCN(S(=O)(=O)c2cccc(Cl)c2)CC1 | -14%[76.3 µM]
c1ccc2[nH]c(-c3cnco3)cc2c1 | 0%[76.3 µM]
COc1ccc(CCNS(=O)(=O)c2ccc(-n3cnnn3)cc2)cc1OC | -7%[76.3 µM]
CCOC(=O)c1cnc(Cc2ccccc2)[nH]c1=O | -2%[76.3 µM]
CCOc1ccc(CN(C)C(=O)CCN2C(=O)c3ccccc3C2=O)cc1OC | 5%
C[N+](C)(CCOc1ccccc1)Cc1ccccc1 (tested in a mixture with another compound) | -8%[76.3 µM]
COC(=O)C1=C(C)NC(C)=C(C(=O)OCC2CCCO2)C1c1cccc(Br)c1 (configuration not stated) | 3%[76.3 µM]
CCc1ccc(/C=C2/SC(=S)N(CCC(=O)Nc3cccnc3)C2=O)cc1 | 1%[76.3 µM]
CC1COc2ccccc2N1C(=O)c1ccc(Cl)cc1 (configuration not stated) | 6%
Oc1ccccc1-c1n[nH]c(=S)n1Cc1ccccc1 | -6%
O=C(c1ccccc1)C1CCN(C(=O)c2ccc(Cl)cc2)CC1 | 3%
O=C1/C(=C\c2cccc([N+](=O)[O-])c2O)SC(=S)N1Cc1ccccc1 | 4%
CCCC[C@]12Cc3ccccc3C(O1)c1c(c3ccccc3oc1=O)O2 | 16%[15.3 µM]
Cc1noc(-c2ccc(N(C)Cc3ccccc3)c([N+](=O)[O-])c2)n1 | 9%[76.3 µM]
COc1ccccc1OCC(=O)NCC1CCCN(Cc2cnn(C)c2C)C1 (configuration not stated) | -2%[76.3 µM]
COc1cccc(OCc2cc(C(=O)NCC3CCCCC3)no2)c1 | -1%[76.3 µM]
